Bcl-B TR3 displacers: displacers of TR3 peptide from Bcl-B, primary screen, selectivity assay for Bfl-1 inhibitor project, biochemical, fluorescence polarization; FP displacement of FITC-TR3 peptide from Bcl-B; higher % means a stronger effect; displacement, % at 20 µM, or IC50 in µM where a hit was titrated; Bcl-2-like protein 10 (Homo sapiens); AID 748, 2007; 96,000 compounds, 0.11% hits;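 active means displacement above 50% at 20 µM plus a fluorescence interference ratio under 1.5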;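 further: plate controls were wells without compound for no effect and wells lacking Bcl-B protein for full effect; a part of the inactive calls stands beside numbers as strong as those of hits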
MRP resist rev: reversal of MRP1-mediated doxorubicin resistance, primary screen, H69AR cells, doxorubicin co-treatment | H69AR cells + 2 uM doxorubicin, CellTiter-Glo, 72 h | differential viability (reversal), % at 10 µM | 85,000 compounds, 0.04% hits;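 active means viability drop by adding the cancer drug above about 55%, with treated viability meeting a 40% cutoff, limit read from the data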;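 further: viability without doxorubicin minus viability with 2 µM doxorubicin for each compound; larger differential means the compound sensitizes cells more to doxorubicin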
NFkB transloc inh: inhibitors of IL-1B driven NFkB p65 nuclear import, primary screen, imaging, HUVEC, IL-1B stimulus, high-content imaging | HUVEC IL-1B NFkB p65 nuclear translocation imaging | inhibition, % at 2 µM | 94,000 compounds, 0.43% hits | AID 796, 2007;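 active means inhibition above about 30% together with a positive call from visual inspection of the well image, limit read from the data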;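 further: nuclear over cytoplasmic p65 intensity ratio measured by imaging; 0% = IL-1B stimulated DMSO wells and 100% = unstimulated DMSO wells; values of inactives mirror those of a sister screen read the other way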
PLAP inhibitors HTS: PLAP enzyme inhibitors, biochemical, luminescence, HTS (AID 690) | Alkaline phosphatase, placental type (Homo sapiens) | purified PLAP, luminescent substrate; higher % means a stronger effect | inhibition, % at 20 µM, or IC50 in µM where a hit was titrated | 96,000 compounds, 0.08% hits; in the data active means a potency from the dose series; inactive means the rest, 99 in 100 with inhibition below about 30%; further: strong numbers were not always called active
NFkB transloc pot: enhancers of NFkB p65 translocation in HUVEC – imaging, IL-1B stimulus, high-content imaging, primary screen | activation, % at 2 µM | HUVEC IL-1B NFkB p65 nuclear translocation imaging | 94,000 compounds, 0.3% hits;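 active means activation above 40%, about the mean plus 3 SD, also judged a hit on visual image review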;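 further: percent activation is computed from the nuclear over cytoplasmic p65 intensity ratio; values of inactives mirror those of a sister screen read the other way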
MRP resist rev cytotoxicity: recorded beside MRP resist rev, whose call it bears; viability, %; H69AR cells, CellTiter-Glo, 72 h; measured here: cytotoxicity without doxorubicin
MRP resist rev with doxorubicin: recorded beside MRP resist rev, whose call it bears; viability, %; measured here: viability with 2 uM doxorubicin; hits give low values
NFkB transloc inh cell count 2 µM: recorded beside NFkB transloc inh, whose call it bears; cell count; measured here: cells passing quality filter;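 raw number of nuclei counted in each imaged well without normalization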
NFkB transloc pot cell count 2 µM: also measured in NFkB transloc pot; calls as there; cell count; measured here: cells passing quality filter
* marks the source's active call; other numbers are inactive results.

Cc1cc(C)cc(NC(=O)CN2CCN(CCN=CC3=C(O)CC(C)(C)CC3=O)CC2)c1 was read as MRP resist rev -1, NFkB transloc inh -5, NFkB transloc pot 5, MRP resist rev cytotoxicity 94, MRP resist rev with doxorubicin 95, NFkB transloc inh cell count 2 µM 91 and NFkB transloc pot cell count 2 µM 91.
COc1ccc(N2CCN(Cc3oc(CO)cc(=O)c3O)CC2)cc1 was read as Bcl-B TR3 displacers -5%, MRP resist rev 5, NFkB transloc inh -12, PLAP inhibitors HTS -47%, NFkB transloc pot 12, MRP resist rev cytotoxicity 97, MRP resist rev with doxorubicin 92, NFkB transloc inh cell count 2 µM 175 and NFkB transloc pot cell count 2 µM 175.
For Cc1onc(-c2ccccc2Cl)c1C(=O)OCN1C(=O)c2ccccc2C1=O the results were Bcl-B TR3 displacers 7%, MRP resist rev -15, NFkB transloc inh -8, PLAP inhibitors HTS 9%, NFkB transloc pot 8, MRP resist rev cytotoxicity 66, MRP resist rev with doxorubicin 81, NFkB transloc inh cell count 2 µM 111 and NFkB transloc pot cell count 2 µM 111.
For COc1ccc2c(c1)OC1=C(C(=O)CCC1)C2C1=C(O)CCCC1=O (stereo not drawn) the results were Bcl-B TR3 displacers 2%, MRP resist rev 9, NFkB transloc inh -11, PLAP inhibitors HTS -15%, NFkB transloc pot 11, MRP resist rev cytotoxicity 99, MRP resist rev with doxorubicin 90, NFkB transloc inh cell count 2 µM 77 and NFkB transloc pot cell count 2 µM 77.
`COc1ccc(CCNC(=O)c2cc(-c3ccc(C)c(C)c3O)n[nH]2)cc1OC` gave Bcl-B TR3 displacers -13%, MRP resist rev -5, NFkB transloc inh -17, PLAP inhibitors HTS -112%, NFkB transloc pot 17, MRP resist rev cytotoxicity 79, MRP resist rev with doxorubicin 84, NFkB transloc inh cell count 2 µM 124 and NFkB transloc pot cell count 2 µM 124.
Screening COC(=O)c1ccccc1NC(=O)C1CC(c2ccc(F)cc2)=NO1 (stereo not drawn) returned Bcl-B TR3 displacers -5%, MRP resist rev 6, NFkB transloc inh 14, PLAP inhibitors HTS 11%, NFkB transloc pot -14, MRP resist rev cytotoxicity 108, MRP resist rev with doxorubicin 102, NFkB transloc inh cell count 2 µM 93 and NFkB transloc pot cell count 2 µM 93.
COc1ccccc1C(=O)Nc1ccccc1C(=O)N1CCCC1 was read as Bcl-B TR3 displacers -8%, MRP resist rev 5, NFkB transloc inh -12, PLAP inhibitors HTS 28%, NFkB transloc pot 12, MRP resist rev cytotoxicity 102, MRP resist rev with doxorubicin 97, NFkB transloc inh cell count 2 µM 156 and NFkB transloc pot cell count 2 µM 156.
`CC(=O)C1=C(O)CCC1=N` gave Bcl-B TR3 displacers 40%, MRP resist rev 8, PLAP inhibitors HTS 0%, MRP resist rev cytotoxicity 98 and MRP resist rev with doxorubicin 90.
Cc1ccc(S(=O)(=O)N(CCO)c2cc3c(s2)CCCC3)cc1 was read as Bcl-B TR3 displacers 7%, MRP resist rev 34, NFkB transloc inh -3, PLAP inhibitors HTS 2%, NFkB transloc pot 3, MRP resist rev cytotoxicity 96, MRP resist rev with doxorubicin 62, NFkB transloc inh cell count 2 µM 141 and NFkB transloc pot cell count 2 µM 141.
COC(=O)Cn1c2ccc(F)cc2c2nc(C)sc21 was read as Bcl-B TR3 displacers 4%, MRP resist rev -31, NFkB transloc inh -21, PLAP inhibitors HTS 7%, NFkB transloc pot 21, MRP resist rev cytotoxicity 74, MRP resist rev with doxorubicin 105, NFkB transloc inh cell count 2 µM 203 and NFkB transloc pot cell count 2 µM 203.
Screening Cc1[nH]nc2c1C1(CCOC1C)C(C#N)=C(N)O2 (stereo not drawn) returned Bcl-B TR3 displacers -5%, MRP resist rev 4, NFkB transloc inh 0, PLAP inhibitors HTS -4%, NFkB transloc pot 1, MRP resist rev cytotoxicity 93, MRP resist rev with doxorubicin 89, NFkB transloc inh cell count 2 µM 168 and NFkB transloc pot cell count 2 µM 168.
Screening Cc1c(NC(=O)c2ccc(COc3ccc4ccccc4c3)o2)c(=O)n(-c2ccccc2)n1C returned Bcl-B TR3 displacers 9%, MRP resist rev -4, NFkB transloc inh -9, PLAP inhibitors HTS -58%, NFkB transloc pot 9, MRP resist rev cytotoxicity 95, MRP resist rev with doxorubicin 99, NFkB transloc inh cell count 2 µM 103 and NFkB transloc pot cell count 2 µM 103.
CC(C)c1nnc(NC(=O)CCC(=O)NCc2ccc3c(c2)OCO3)s1 was read as Bcl-B TR3 displacers -5%, MRP resist rev -8, NFkB transloc inh -13, PLAP inhibitors HTS 17%, NFkB transloc pot 13, MRP resist rev cytotoxicity 84, MRP resist rev with doxorubicin 92, NFkB transloc inh cell count 2 µM 133 and NFkB transloc pot cell count 2 µM 133.
Screening Cc1cc(C)cc(NC(=O)CN2CCc3ccccc3C2)c1 returned Bcl-B TR3 displacers -9%, MRP resist rev 29, NFkB transloc inh -12, PLAP inhibitors HTS 15%, NFkB transloc pot 12, MRP resist rev cytotoxicity 105, MRP resist rev with doxorubicin 76, NFkB transloc inh cell count 2 µM 149 and NFkB transloc pot cell count 2 µM 149.
Screening O=C(NC1(C(F)(F)F)N=C2SCCN2C1=O)C1CCCCC1 (stereo not drawn) returned Bcl-B TR3 displacers -12%, MRP resist rev 5, NFkB transloc inh -24, PLAP inhibitors HTS -36%, NFkB transloc pot 24, MRP resist rev cytotoxicity 105, MRP resist rev with doxorubicin 100, NFkB transloc inh cell count 2 µM 126 and NFkB transloc pot cell count 2 µM 126.

By substructure, those above with four or more nitrogen atoms
Cc1cc(C)cc(NC(=O)CN2CCN(CCN=CC3=C(O)CC(C)(C)CC3=O)CC2)c1 was read as MRP resist rev -1, NFkB transloc inh -5, NFkB transloc pot 5, MRP resist rev cytotoxicity 94, MRP resist rev with doxorubicin 95, NFkB transloc inh cell count 2 µM 91 and NFkB transloc pot cell count 2 µM 91.
Screening Cc1[nH]nc2c1C1(CCOC1C)C(C#N)=C(N)O2 (stereo not drawn) returned Bcl-B TR3 displacers -5%, MRP resist rev 4, NFkB transloc inh 0, PLAP inhibitors HTS -4%, NFkB transloc pot 1, MRP resist rev cytotoxicity 93, MRP resist rev with doxorubicin 89, NFkB transloc inh cell count 2 µM 168 and NFkB transloc pot cell count 2 µM 168.
CC(C)c1nnc(NC(=O)CCC(=O)NCc2ccc3c(c2)OCO3)s1 was read as Bcl-B TR3 displacers -5%, MRP resist rev -8, NFkB transloc inh -13, PLAP inhibitors HTS 17%, NFkB transloc pot 13, MRP resist rev cytotoxicity 84, MRP resist rev with doxorubicin 92, NFkB transloc inh cell count 2 µM 133 and NFkB transloc pot cell count 2 µM 133.

Remaining list, next part.
C#CCn1c(=NC(=O)c2cccs2)sc2cccc(OCC)c21 was read as Bcl-B TR3 displacers -2%, MRP resist rev -20, NFkB transloc inh -1, PLAP inhibitors HTS 9%, NFkB transloc pot 1, MRP resist rev cytotoxicity 23, MRP resist rev with doxorubicin 42, NFkB transloc inh cell count 2 µM 177 and NFkB transloc pot cell count 2 µM 177.
Screening COc1ccc(CCN2C(=O)C3CC(C)=C(C)CC3C2=O)cc1OC (stereo not drawn) returned Bcl-B TR3 displacers -10%, MRP resist rev 13, NFkB transloc inh -14, PLAP inhibitors HTS 8%, NFkB transloc pot 14, MRP resist rev cytotoxicity 86, MRP resist rev with doxorubicin 72, NFkB transloc inh cell count 2 µM 94 and NFkB transloc pot cell count 2 µM 94.
`CCOc1ccc(N2C(=O)CC(N3CCC(O)(c4ccc(Br)cc4)CC3)C2=O)cc1` (stereo not drawn) gave Bcl-B TR3 displacers 0%, MRP resist rev -2, NFkB transloc inh -6, PLAP inhibitors HTS -43%, NFkB transloc pot 6, MRP resist rev cytotoxicity 93, MRP resist rev with doxorubicin 94, NFkB transloc inh cell count 2 µM 170 and NFkB transloc pot cell count 2 µM 170.
For O=C(O)C1CCCN(S(=O)(=O)c2cccs2)C1 (stereo not drawn) the results were MRP resist rev 9, NFkB transloc inh -20, NFkB transloc pot 20, MRP resist rev cytotoxicity 101, MRP resist rev with doxorubicin 92, NFkB transloc inh cell count 2 µM 88 and NFkB transloc pot cell count 2 µM 88.
COc1ccc(C(=O)COC(=O)c2ccco2)cc1 was read as Bcl-B TR3 displacers 2%, MRP resist rev -5, NFkB transloc inh -36, PLAP inhibitors HTS 6%, NFkB transloc pot 36, MRP resist rev cytotoxicity 98, MRP resist rev with doxorubicin 103, NFkB transloc inh cell count 2 µM 130 and NFkB transloc pot cell count 2 µM 130.
Screening COC(=O)C1(C(F)(F)F)N=C(N(C)C)OC(N(C)C)=N1 returned Bcl-B TR3 displacers 1%, MRP resist rev -2, NFkB transloc inh 0, PLAP inhibitors HTS -6%, NFkB transloc pot 0, MRP resist rev cytotoxicity 101, MRP resist rev with doxorubicin 103, NFkB transloc inh cell count 2 µM 96 and NFkB transloc pot cell count 2 µM 96.
For NC(=O)C1CCN(C(=O)c2ccc(CS(=O)(=O)c3c(Cl)cccc3Cl)o2)CC1 the results were Bcl-B TR3 displacers -8%, MRP resist rev 11, NFkB transloc inh -9, PLAP inhibitors HTS 12%, NFkB transloc pot 9, MRP resist rev cytotoxicity 101, MRP resist rev with doxorubicin 90, NFkB transloc inh cell count 2 µM 154 and NFkB transloc pot cell count 2 µM 154.
O=C1c2ccccc2C(=O)N1CCC(c1ccccc1)c1ccco1 (stereo not drawn) was read as Bcl-B TR3 displacers -2%, MRP resist rev -3, NFkB transloc inh -2, PLAP inhibitors HTS 17%, NFkB transloc pot 2, MRP resist rev cytotoxicity 70, MRP resist rev with doxorubicin 72, NFkB transloc inh cell count 2 µM 147 and NFkB transloc pot cell count 2 µM 147.
For Cc1ccc(O)c(N=CC2=C(O)c3ccccc3C2=O)c1 the results were Bcl-B TR3 displacers 45µM*, MRP resist rev -16, NFkB transloc inh 12, PLAP inhibitors HTS -78%, NFkB transloc pot -13, MRP resist rev cytotoxicity 40, MRP resist rev with doxorubicin 56, NFkB transloc inh cell count 2 µM 127 and NFkB transloc pot cell count 2 µM 127.
Screening CCCCNC(=O)C1=C(N)C(C(=O)Nc2ccc(C)c(S(=O)(=O)N3CCCCC3)c2)SC1=Nc1ccc(C)cc1C (stereo not drawn) returned Bcl-B TR3 displacers -15%, NFkB transloc inh 7, PLAP inhibitors HTS -80%, NFkB transloc pot -7, NFkB transloc inh cell count 2 µM 146 and NFkB transloc pot cell count 2 µM 146.
For O=[N+]([O-])c1c(NCCO)cc(Sc2nc3ccccc3s2)c2nonc12 the results were Bcl-B TR3 displacers 36%, NFkB transloc inh -7, PLAP inhibitors HTS 21%, NFkB transloc pot 7, NFkB transloc inh cell count 2 µM 172 and NFkB transloc pot cell count 2 µM 172.
`COCCNC(=O)CSc1ccc(C)cc1` gave Bcl-B TR3 displacers -4%, MRP resist rev -3, PLAP inhibitors HTS -3%, MRP resist rev cytotoxicity 93 and MRP resist rev with doxorubicin 96.
For C=CCn1c(SCc2cc(C(=O)OC)c(C)o2)nnc1-c1ccncc1 the results were Bcl-B TR3 displacers 8%, MRP resist rev 1, NFkB transloc inh 7, PLAP inhibitors HTS -75%, NFkB transloc pot -7, MRP resist rev cytotoxicity 98, MRP resist rev with doxorubicin 97, NFkB transloc inh cell count 2 µM 148 and NFkB transloc pot cell count 2 µM 148.
Screening CCOc1cc(C(=O)Nc2ccc(S(=O)(=O)Nc3cc(C)on3)cc2)cc(OCC)c1OCC returned Bcl-B TR3 displacers 3%, MRP resist rev -11, NFkB transloc inh -17, PLAP inhibitors HTS 2%, NFkB transloc pot 17, MRP resist rev cytotoxicity 76, MRP resist rev with doxorubicin 86, NFkB transloc inh cell count 2 µM 119 and NFkB transloc pot cell count 2 µM 119.
Cn1c(=O)c2c(nc(CN3CCN(c4ccccc4)CC3)n2CCCc2ccccc2)n(C)c1=O was read as MRP resist rev 3, NFkB transloc inh -17, NFkB transloc pot 17, MRP resist rev cytotoxicity 78, MRP resist rev with doxorubicin 74, NFkB transloc inh cell count 2 µM 173 and NFkB transloc pot cell count 2 µM 173.

Screens deposited in PubChem BioAssay by several laboratories.

An excerpt; rates above refer to the full screens.
